High-throughput results (PubChem)
PKM2 activator = activators of human pyruvate kinase M2. purified PKM2, Kinase-Glo ATP luminescence, activation; response scale: 0% is enzyme alone, no compound. Potency, µM (series often up to 57.5 µM), without a hit: top-dose activation, actives largely listed as activators. hit rate 0.34% among 260,000. AID 1631; further: potency means the concentration at half of the fitted maximal effect; on the % scale 0 is the no-effect control and ±100 the full control effect; nearly all actives have a fitted effect of over 55% in size
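ATP formation by purified human PK-M2, quantified via coupled luciferase luminescence after 1 h at room temperature with 0.1 mM ADP and 0.5 mM PEP final.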
Gal4-VP16 FLuc = Gal4-VP16 reporter inhibition counter-screen; Drosophila S2 Gal4-VP16 UAS-luciferase, luminescence, 20 h; hit rate 3.5% among 310,000; Potency, µM (top dose mostly 53.6 µM), for inactives: top-dose activity, negative = inhibition, most hits filed as inhibitors;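 further: Gal4-VP16 expression switched on by copper sulfate through the metallothionein promoter; potency means the concentration at half of the fitted maximal effect; on the % scale 0 is the no-effect control and ±100 the full control effect; nearly all actives have a fitted effect of over 50% in size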
FLuc modulator = firefly luciferase modulation, counter-screen for miR-21 project | P08659 | purified FLuc, Km substrates, luminescence inhibition | Potency, µM (highest dose often 57.5 µM), without a hit: top-dose activity change, negative = inhibition, actives largely listed as inhibitors | hit rate 6.9% among 360,000 | AID 588342;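 further: potency means the concentration at half of the fitted maximal effect; plate controls were vehicle for no effect and reference inhibitor for full effect; nearly all actives have a fitted effect of over 55% in size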
Target sequence (P08659 whole entry, looked up): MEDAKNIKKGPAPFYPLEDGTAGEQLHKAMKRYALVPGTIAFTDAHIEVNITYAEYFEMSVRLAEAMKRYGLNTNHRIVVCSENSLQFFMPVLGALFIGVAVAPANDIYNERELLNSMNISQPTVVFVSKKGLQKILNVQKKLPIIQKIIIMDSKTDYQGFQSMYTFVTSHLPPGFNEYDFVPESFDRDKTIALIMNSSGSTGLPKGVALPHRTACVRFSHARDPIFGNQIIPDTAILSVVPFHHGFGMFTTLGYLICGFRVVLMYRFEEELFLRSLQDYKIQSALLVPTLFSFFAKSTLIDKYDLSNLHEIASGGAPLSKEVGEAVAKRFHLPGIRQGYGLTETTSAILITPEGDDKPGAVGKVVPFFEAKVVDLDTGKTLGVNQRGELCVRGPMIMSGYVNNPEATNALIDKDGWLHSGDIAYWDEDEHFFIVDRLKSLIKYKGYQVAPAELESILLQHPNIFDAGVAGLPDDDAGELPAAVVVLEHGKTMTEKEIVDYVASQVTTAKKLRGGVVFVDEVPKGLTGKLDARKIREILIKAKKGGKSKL
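Biochemical qHTS of compounds, final roughly 60 µM downward over six points, against 10 nM purified firefly luciferase using Km concentrations of substrates (10 uM D-luciferin, 10 uM ATP) in Tris acetate pH 7.5 buffer; luminescence output.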
Giardia killer = kills Giardia lamblia; hit rate 0.15% among 340,000; activity change, % at 7.66 µM, hits read low; AID 540267; Giardia lamblia trophozoite viability; in the data active means activity change below about -80%; inconclusive means between about -30% and that limit;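 further: parasites exposed to compound for two days anaerobically before the ATP read; on the % scale 0 is the no-effect control and ±100 the full control effect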
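Anaerobic 48 hrs incubation at 37 deg C of 100 trophozoites/well with test compounds; ATPLite 1-Step luminescence, 15-30 min RT, reports cellular ATP as viability.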
NPC1 prom act = activates the NPC1 promoter; hit rate 2.4% among 320,000; Huh7 NPC1 promoter luciferase reporter, 24 h; Potency, µM (doses to about 9.22 µM), for inactives: top-dose activation, hits mostly activators; AID 485313;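 further: potency means the concentration at half of the fitted maximal effect; % of control where 0% means no effect; nearly all actives have a fitted effect of over 60% in size; reporter is driven by a mutant NPC1 promoter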
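Huh7 cells stably carrying NPC1 promoter–luciferase, plated in Opti-MEM with 10% FBS for 2 h, were exposed to compound in DMSO for 24 h at 37 °C; luciferase reagent was added for 10 min and luminescence read.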
p53 reactivation = restores transcriptional activity of mutant p53 | hit rate 0.063% among 320,000 | Potency, µM (top dose mostly 92.2 µM), for inactives: top-dose activity change, positive = activation, actives largely listed as activators | H1299 p53-A138V BP100-luciferase reporter, luminescence, 24 h; further: potency means the concentration at half of the fitted maximal effect; % of control where 0% means no effect; nearly all actives have a fitted effect of over 45% in size
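H1299 (p53-null), stable ts p53-A138V + BP100-Luc; 1000 cells/well, Opti-MEM/10% FBS; cpd 4 pt, 1:5; 24 h, 37 deg C, 5% CO2; detection reagent 10 min RT; luminescence.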
RORg inh = blocks mouse ROR gamma transcriptional activity; hit rate 5.4% among 310,000; AID 2551; Drosophila S2 Gal4-RORgamma UAS-luciferase reporter, 20 h; P51450; Potency, µM (highest dose often 53.6 µM), inactives show at the top dose activity change, negative = inhibition, hits mostly inhibitors; further: potency means the concentration at half of the fitted maximal effect; on the % scale 0 is the no-effect control and ±100 the full control effect; nearly all actives have a fitted effect of over 60% in size
Target sequence (P51450 whole entry, looked up, the tested form may be a part): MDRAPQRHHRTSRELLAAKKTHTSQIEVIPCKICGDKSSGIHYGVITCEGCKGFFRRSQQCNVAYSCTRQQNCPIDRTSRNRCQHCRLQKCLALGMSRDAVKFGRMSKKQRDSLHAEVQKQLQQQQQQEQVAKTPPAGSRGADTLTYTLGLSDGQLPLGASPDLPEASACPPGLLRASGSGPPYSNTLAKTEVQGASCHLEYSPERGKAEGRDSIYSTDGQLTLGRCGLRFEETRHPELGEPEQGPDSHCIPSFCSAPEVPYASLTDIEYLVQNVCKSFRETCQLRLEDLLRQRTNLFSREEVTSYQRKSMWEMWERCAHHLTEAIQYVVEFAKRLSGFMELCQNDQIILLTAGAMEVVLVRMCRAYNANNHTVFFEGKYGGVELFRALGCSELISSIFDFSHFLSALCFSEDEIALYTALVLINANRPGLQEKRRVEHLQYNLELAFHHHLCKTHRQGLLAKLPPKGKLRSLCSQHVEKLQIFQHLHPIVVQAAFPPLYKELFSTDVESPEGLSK
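In this cell-based reporter format, copper sulfate (700 uM final) drives Gal4–ROR gamma fusion expression from a metallothionein promoter in Drosophila Schneider cells; compounds preincubated 1 hr, reporter read after 20 hr at ambient temperature.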
ELG1 genotoxic = inducers of genotoxicity in HEK293T ELG1-luciferase cells. Potency, µM (highest dose often 46 µM), for inactives: at the top dose activity change, positive = activation, hits mostly activators. hit rate 1.3% among 330,000. HEK293T ELG1-luciferase reporter, luminescence, 16 h; further: potency means the concentration at half of the fitted maximal effect; % of control where 0% means no effect; nearly all actives have a fitted effect of over 60% in size
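ELG1-luciferase HEK293T cells, 2,000/well; compound pinned in; 16 hr, 37 °C, 5% CO2; ONE-Glo, 30 min RT; luminescence on CCD imager.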
BRCA1 expr act = activators of BRCA1 expression; MCF7-BRCA1-FFLuc reporter, luminescence, 48 h; response scale: scaled: vehicle 0%, 10 µM genistein 100%; Potency, µM (titrated, usually from 46.1 µM), without a hit: at the highest dose activation, actives largely listed as activators; hit rate 1.1% among 380,000; further: potency means the concentration at half of the fitted maximal effect; nearly all actives have a fitted effect of over 80% in size; some results filed as inactive show a strong effect at the top dose
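MCF7-BRCA1-FFLuc cells, 2000/well in phenol-red-free MEM, attached 2 h then treated 48 h at 37 C. Luciferase luminescence read 15 min after reagent; normalized to genistein maximum activation (10microM) and DMSO, concentration-response fitted.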
Rab9 prom act = activators of Rab9 promoter; Potency, µM (titrated, usually from 9.22 µM), for the others: top-dose activation, negative = inhibition, most hits filed as activators; Huh7 Rab9 promoter-luciferase reporter, luminescence, 24 h; hit rate 2.8% among 320,000; further: potency means the concentration at half of the fitted maximal effect; % of control where 0% means no effect; nearly all actives have a fitted effect of over 60% in size
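Luminescence from Amplite-detected luciferase (10 minutes, ambient) reports Rab9 promoter activation. Before that, stable Rab9-luciferase Huh7 cells (1500/well, reduced-serum OP-MEM I plus 10% FBS) were exposed to compound for 24 hours at 37C.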
Menin-MLL TR inh = inhibitors of human menin-MLL interaction, mutant MLL peptide; Menin + Texas Red MLL mutant peptide, fluorescence polarization; Potency, µM (titrated, usually from 61.6 µM), for inactives: at the highest dose FP activity change, negative = inhibition, most hits filed as inhibitors; hit rate 0.23% among 270,000; AID 1768; active means well fitted inhibition curve with a large enough effect in the polarisation, with a control signal flat, not every such curve was filed as active; inconclusive means small, poorly fitted or top-dose-only effect, or effect the other way, or a change in a side signal; inactive means no such curve, though single readings can be large or run the other way; the % refers to the polarisation; further: potency means the concentration at half of the fitted maximal effect; % of control where 0% means no effect; many of its hits are not listed in these tables
An asterisk follows results filed as active; ? = inconclusive; . = not tested or not shown; [ ] = dose if it differs, or a comment. Unless noted, the call rests on the fitted dose curve; in most records, active means well fitted curve in the direction sought with a large enough effect; inconclusive means small, poorly fitted or top-dose-only effect, or another doubt; inactive means no such curve, though single readings can be large; an effect the other way counts as inactive or inconclusive. This is a subset; count on the stated rates, not on these rows.

SMILES	PKM2 activator	Gal4-VP16 FLuc	FLuc modulator	Giardia killer	NPC1 prom act	p53 reactivation	RORg inh	ELG1 genotoxic	BRCA1 expr act	Rab9 prom act	Menin-MLL TR inh
Cc1onc(-c2ccccc2Cl)c1C(=O)OCc1nnc(-c2ccccc2)o1	.	.	11%	8	-1%	2%	.	0%	-10%	2%	.
Cc1cccc(NC(=O)c2ccc3c(c2)C(=O)N(c2ccccc2C)C3=O)n1	.	.	?	7	16%	1%	.	0%	2%	2%	.
CCC(=O)Nc1nc2c(c(=O)[nH]1)CCCC2	2%	6%	-1%	-15	-5%	-2%	12%	1%	-5%	-7%	12%
Cc1cc(C)cc(C(=O)Nc2nc3ccccc3[nH]2)c1	.	10µM*	11µM*	-7	2.5µM*	24%	6.3µM*	?	7.9µM*	?	?
COC(=O)c1cn(Cc2cccnc2)c(=O)c2ccccc12	10%	-4%	-2%	16	-2%	-1%	-1%	5%	0%	0%	2%
Cc1cc(NC(=O)c2ccc([N+](=O)[O-])cc2)n(C)n1	-3%	-25%	-19%	-11	-1%	8%	-8%	0%	5%	2%	.
CCCCSCCCNC(=O)c1ccc(CS(=O)(=O)c2ccccc2OC)o1	.	24%	0%	5	-4%	11%	?	-9%	-1%	-2%	-5%
CCC(C)Sc1ccc([C@H]2N[C@@](Cc3ccccc3)(C(=O)OC)[C@H]3C(=O)N(C)C(=O)[C@@H]23)cc1 (stereo partly drawn)	.	.	-17%	-13	2%	2%	.	-8%	-40%	3%	.
CC(=O)OCC#CCSc1nc2ccccc2n1C	6%	?	-18%	-3	1%	9%	13µM*	2%	-4%	0%	5%
O=C(Nc1ccc(-n2cnnn2)cc1)c1cccc(S(=O)(=O)N2CCCC2)c1	.	.	5%	-16	2%	-6%	.	-1%	-2%	-5%	.
C/C(=N\NC(=O)C(O)c1ccccc1)c1ccc(Br)s1 (stereo not drawn)	.	5%	-19%	19	1%	-3%	13%	-4%	-32%	16%	-29%
CN(C)S(=O)(=O)c1ccc(NC(=O)c2ccc([N+](=O)[O-])cc2)cc1	0%	1%	5%	-15	-5%	1%	?	-1%	9%	-3%	.
CCC1(c2ccccc2)NC(=O)N(CC(=O)N(C)CC(=O)Nc2cccc(OC)c2)C1=O (stereo not drawn)	.	.	0%	5	0%	-8%	.	0%	-31%	-6%	.
Fc1ccc(C2CC(c3ccccc3)Nc3ncnn32)cc1 (stereo not drawn)	-2%	-10%	3%	-2	1%	-5%	5%	4%	-7%	-2%	-2%
CCOC(=O)c1c(NC(=O)CN2C(=O)NC3(CCC(C)CC3)C2=O)sc(C)c1-c1ccc(C)cc1 (stereo not drawn)	-19%	-7%	-2%	8	-4%	2%	-4%	?	-9%	-8%	6%
COc1ccc(CCNC(=O)Cn2c(=O)cnc3ccccc32)cc1	0%	-1%	4%	9	-2%	14%	-6%	9%	-59%	-2%	-4%
CCOC(=O)c1c(CSc2nc(C)cc(C)c2C#N)n(C)c2cc(Br)c(OC(C)=O)cc12	3%	-1%	-2%	-10	-21%	-2%	-3%	10%	-24%	-9%	0%
Cc1ccc(C(=O)COC(=O)c2ccco2)cc1C	10%	-2%	1.5µM*	-14	1%	27%	1%	23µM*	74%	13%	.
CCC(C(=O)OCC(=O)NC(=O)c1ccccc1)c1ccccc1 (stereo not drawn)	.	.	8%	0	-4%	-3%	.	2%	-20%	-7%	.
Cc1cc(C(=O)Nc2c(F)cc(F)cc2Br)n(-c2ccccc2)n1	.	3%	0%	0	-6%	-6%	4%	2%	-1%	-2%	31%[activator]

Ordered by heavy-atom count (rising): 6 of the compounds above.
SMILES	PKM2 activator	Gal4-VP16 FLuc	FLuc modulator	Giardia killer	NPC1 prom act	p53 reactivation	RORg inh	ELG1 genotoxic	BRCA1 expr act	Rab9 prom act	Menin-MLL TR inh
CCC(=O)Nc1nc2c(c(=O)[nH]1)CCCC2	2%	6%	-1%	-15	-5%	-2%	12%	1%	-5%	-7%	12%
CC(=O)OCC#CCSc1nc2ccccc2n1C	6%	?	-18%	-3	1%	9%	13µM*	2%	-4%	0%	5%
CN(C)S(=O)(=O)c1ccc(NC(=O)c2ccc([N+](=O)[O-])cc2)cc1	0%	1%	5%	-15	-5%	1%	?	-1%	9%	-3%	.
CCOC(=O)c1c(CSc2nc(C)cc(C)c2C#N)n(C)c2cc(Br)c(OC(C)=O)cc12	3%	-1%	-2%	-10	-21%	-2%	-3%	10%	-24%	-9%	0%
CCC(C)Sc1ccc([C@H]2N[C@@](Cc3ccccc3)(C(=O)OC)[C@H]3C(=O)N(C)C(=O)[C@@H]23)cc1 (stereo partly drawn)	.	.	-17%	-13	2%	2%	.	-8%	-40%	3%	.
CCOC(=O)c1c(NC(=O)CN2C(=O)NC3(CCC(C)CC3)C2=O)sc(C)c1-c1ccc(C)cc1 (stereo not drawn)	-19%	-7%	-2%	8	-4%	2%	-4%	?	-9%	-8%	6%

The results go on.
SMILES	PKM2 activator	Gal4-VP16 FLuc	FLuc modulator	Giardia killer	NPC1 prom act	p53 reactivation	RORg inh	ELG1 genotoxic	BRCA1 expr act	Rab9 prom act	Menin-MLL TR inh
Cc1ccc(C(=O)n2nc(-n3cccc3)c3c(C)cc(C)nc32)cc1	5%	?	-1%	6	-17%	-3%	36%	6%	16%	-3%	-1%
Nc1cccc2nc3ccccc3cc12	3%	?	6%	3	-33%[inhibitor]	8%	14µM*	?	-66%	-32%[inhibitor]	-8%
Cc1ccccc1NC(=O)Nc1ccccc1C(=O)NCc1ccccc1	0%	-14%	-14%	-7	2%	-15%	9%	-1%	-12%	0%	58%[activator]
OCCn1c(SC2CCCCC2)nc2ccccc21	-1%	?	3%[2.3 µM]	-8	0%	-4%	-21%	-5%	1%	-5%	-14%
Cc1ccc(SCCNC(=O)c2ccc([N+](=O)[O-])c(C)c2)cc1	-3%[11.5 µM]	-6%	-5%	2	0%	-1%	0%	-3%	-12%	-3%	43%[activator]
CC[n+]1c(-c2ccc(C)cc2)csc1Nc1c(C)n(C)n(-c2ccccc2)c1=O	5%	-1%	5%	-5	-1%	-13%	38%	-4%	-24%	-5%	?
COc1ccc(NC(=O)CCCc2c[nH]c3ccccc23)cc1OC	0%	3%	0%	11	2%	4%	?	2%	22%	0%	13%
O=C1NCCN1Cc1ccccc1F	-11%	5%	-12%	-12	-2%	10%	15%	1%	15%	0%	1%
CC12CCC(C(=O)Nc3cccnc3)(CC1=O)C2(C)C (stereo not drawn)	4%	3%	6%	7	2%	0%	-21%	-1%	-11%	-3%	8%
CN(C)/C=C(/C(=O)c1ccc(Cl)cc1)S(=O)(=O)c1ccccc1	13%	-13%	?	26	11%	?	24%	?	10%	13%	?
COc1ccc(N2CCN(c3ccc(N)cc3C#N)CC2)cc1	-2%	4%	-2%	-14	0%	-15%	20%	-11%	-8%	0%	9%
CCOC(=O)C1CCN(S(=O)(=O)c2c(C)n[nH]c2C)CC1	11%	25%[0.365 µM]	5%	-6	-1%	-1%	-4%	-4%	-5%	1%	3%
CC(C)c1ccc(N(CC(=O)NC(C)(C)C)C(=O)CCC(=O)Nc2nccs2)cc1	5%	-5%	0%	5	0%	.	?	-4%	-8%	-1%	-2%
CC(C)(C)c1ccc(OCC(=O)N/N=C/c2ccsc2)cc1	1%	?	11µM*	-11	0%	6%	?	0%	-3%	-2%	-12%
O=C(Cn1c(=O)oc2cc(S(=O)(=O)N3CCc4ccccc43)ccc21)NC1CCCC1	6%	3%	0%	8	1%	-2%	4%	-8%	-13%	0%	-4%[11.7 µM]
COc1ccccc1OCC(=O)NNC(=O)c1ccc2c(=O)n3c(nc2c1)CCC3	3%	-6%	4%	2	0%	3%	9%	4%	-1%	11%	.
COC(C[C@H](O)[C@@H](C)[C@@H](O)COCc1ccccc1)OC	-2%	-5%	0%	7	2%	3%	-2%	3%	-8%	-5%	.
CC(=O)c1cccc(NC(=O)CSCc2ccccc2)c1	0%	-2%	?	-18	?	?	?	8%	1%	?	3%
